EphA4 KYL inhibition = inhibitors of EphA4 binding to KYL peptide, primary screen, biochemical, colorimetric, mouse EphA4 (AID 689) | EphA4-AP binding to KYL peptide, pNPP A405; higher % means a stronger effect | one-dose inhibition, % at 10 µM; IC50 in µM for titrated hits | actives 0.1% (n = 62,000); in the data active means a potency from the dose series; inactive means the rest, 99 in 100 with inhibition below about 22%
Numbers without * were called inactive. The list is partial, so the mix of outcomes need not match the whole.

The opening 17 entries, ahead of the listing:
EphA4 KYL inhibition	SMILES
1.4%	CCOC(=O)C1C(=O)NC(N2CCOCC2)=NC1C(C)C (stereo not drawn)
-4.6%	O=C(N/N=C/c1ccco1)c1cc(-c2cccc3ccccc23)n[nH]1
-2.7%	COc1ccc(/C=N/N(C(C)=O)c2nc(-c3ccc(C)cc3)cs2)cc1
2.8%	CCOc1cc(-c2noc(CCC(=O)Nc3cccnc3)n2)ccc1OC
-9.7%	O=[N+]([O-])c1cc(C(F)(F)F)ccc1N/N=C/c1cc2ccccc2nc1Cl
-18.1%	NC(=O)C(c1ccc(Cl)cc1)c1ncc(C(F)(F)F)cc1Cl (stereo not drawn)
3.9%	COC(=O)CCCCC1SCC2NC(=O)NC21O (stereo not drawn)
-0.2%	Cc1ccc(/C(O)=C2/C(=O)C(=O)N(CCCn3ccnc3)C2c2ccccc2F)cc1 (stereo not drawn)
-0.9%	CCOc1ccccc1C(=O)N1CCN(C(c2ccccc2)c2ccccc2)CC1
-12.3%	COC(=O)C(NC(=O)CCc1c(C)nc2ncnn2c1C)C(C)C (stereo not drawn)
-4.9%	CCCCCCP(=O)(O)c1ccccc1
-2.3%	CCN(CC)S(=O)(=O)c1cccc(NC(=O)COC(=O)CCc2nc3ccccc3s2)c1
-11.5%	Cc1noc(C)c1CSc1nnc(-c2cccnc2)n1C1CCCCC1C (stereo not drawn)
-4.9%	COc1ccc(NC(=O)C(C)c2ccc(CC(C)C)cc2)cc1 (stereo not drawn)
24.8%	COc1ccc(/C=C2\SC(=S)N(c3cccc(C)c3C)C2=O)cc1OC
-10.8%	COc1ccc(/C=N/N=C/c2ccc(OC)c(O)c2)cc1O
-2.6%	Cc1cc(C)n2nc(CC(=O)NC3CCCCCCC3)nc2n1

Main list, repeating the preview:
EphA4 KYL inhibition	SMILES
1.4%	CCOC(=O)C1C(=O)NC(N2CCOCC2)=NC1C(C)C (stereo not drawn)
-4.6%	O=C(N/N=C/c1ccco1)c1cc(-c2cccc3ccccc23)n[nH]1
-2.7%	COc1ccc(/C=N/N(C(C)=O)c2nc(-c3ccc(C)cc3)cs2)cc1
2.8%	CCOc1cc(-c2noc(CCC(=O)Nc3cccnc3)n2)ccc1OC
-9.7%	O=[N+]([O-])c1cc(C(F)(F)F)ccc1N/N=C/c1cc2ccccc2nc1Cl
-18.1%	NC(=O)C(c1ccc(Cl)cc1)c1ncc(C(F)(F)F)cc1Cl (stereo not drawn)
3.9%	COC(=O)CCCCC1SCC2NC(=O)NC21O (stereo not drawn)
-0.2%	Cc1ccc(/C(O)=C2/C(=O)C(=O)N(CCCn3ccnc3)C2c2ccccc2F)cc1 (stereo not drawn)
-0.9%	CCOc1ccccc1C(=O)N1CCN(C(c2ccccc2)c2ccccc2)CC1
-12.3%	COC(=O)C(NC(=O)CCc1c(C)nc2ncnn2c1C)C(C)C (stereo not drawn)
-4.9%	CCCCCCP(=O)(O)c1ccccc1
-2.3%	CCN(CC)S(=O)(=O)c1cccc(NC(=O)COC(=O)CCc2nc3ccccc3s2)c1
-11.5%	Cc1noc(C)c1CSc1nnc(-c2cccnc2)n1C1CCCCC1C (stereo not drawn)
-4.9%	COc1ccc(NC(=O)C(C)c2ccc(CC(C)C)cc2)cc1 (stereo not drawn)
24.8%	COc1ccc(/C=C2\SC(=S)N(c3cccc(C)c3C)C2=O)cc1OC
-10.8%	COc1ccc(/C=N/N=C/c2ccc(OC)c(O)c2)cc1O
-2.6%	Cc1cc(C)n2nc(CC(=O)NC3CCCCCCC3)nc2n1
-16.8%	Cc1ccc(C)c(Cn2c(C(=O)OC(C)C)cc3c2ccn3C)c1
-12.1%	CCn1c2ccccc2c2cnc(N=CN(C)C)c(C#N)c21
-8.7%	O=c1cc(N2CCOCC2)[nH]c(=O)n1-c1ccc(Cl)cc1
5.7%	Cc1ccc(C)c(OCc2nc(-c3cccnc3)no2)c1
-4.4%	Cc1ccc(NC(=S)NNC(=O)c2nn(C)cc2Cl)cc1
-11.5%	COc1cc(C(=O)NCC(C)C)cc(OC)c1OC
3.6%	N#Cc1c(Nc2ccc(F)cc2)sc(C(=O)c2ccc(F)cc2)c1N
-6.1%	COc1ccc(NC(=O)C2CCN(C(=O)c3ccccc3)CC2)cc1OC
-8.5%	Cc1ccc(CNC(=O)CCNC(=O)c2ccc(Br)o2)cc1
-5.9%	COc1ccc(Cn2c(C)c(C)c(C#N)c2NC(=O)Nc2cccc(C)c2)cc1
1.4%	O=C1OC(C23CC4CC(CC(C4)C2)C3)=N/C1=C\c1ccccc1
0.8%	O=C(COC(=O)C1=COCCO1)Nc1ccc2c(c1)OCO2
3.7%	CCCCOC(=O)Nc1sc2c(c1C(=O)OC)CCC2
-12.3%	CCCOc1ccccc1C1NC(=O)NC(C)=C1C(=O)OCCOC (stereo not drawn)
-7.3%	Cn1c(=O)cc(SCC(=O)NCC2CCCO2)c2ccccc21 (stereo not drawn)
-8.6%	O=C(CCN1C(=O)c2ccccc2C1=O)Nn1cnnc1
-3.0%	CC(C)CNC(=O)/C(=C/c1ccc(N(C)C)cc1)NC(=O)c1ccccc1
-5.2%	CC1(NC(=O)N2CCCCC2)CCS(=O)(=O)C1 (stereo not drawn)
-16.1%	CC(=O)N1CCN(c2ccc(NCc3ccc(F)cc3)cc2)CC1
13.3%	O=C(OCc1cc2ccccc2[nH]c1=O)c1ccccn1
-6.2%	COc1ccccc1OCCNC(=O)c1ccccc1I
5.5%	CC1Oc2ccccc2N(CC(=O)c2ccccc2)C1=O (stereo not drawn)
-7.6%	COc1ccc(Nc2ncc(C(=O)N3CCN(c4ccccc4OC)CC3)c3ccccc23)cc1
3.5%	Cn1cc(C(=O)NCN2CCCCC2)c2ccccc21
-6.9%	CCCNC(=O)c1ccc(OC)cc1OC
-3.9%	Cc1oc(-c2ccccc2Cl)nc1Cn1cccc1C1=NC(c2ccccc2)CO1 (stereo not drawn)
4.4%	Nc1c(S(=O)(=O)c2cccc(Cl)c2)c2nc3ccccc3nc2n1CCN1CCOCC1
-10.8%	COC(=O)C1=C(N)Oc2cc(C)n(CC3CCCO3)c(=O)c2C1c1ccccc1 (stereo not drawn)
-12.6%	CCCOP(=O)(c1ccc(N(C)C)cc1)C(O)c1cccnc1 (stereo not drawn)
-6.0%	O=C1CN(C(=O)c2ccc(Br)o2)C(c2ccccc2)c2cc(F)ccc2N1 (stereo not drawn)
-7.5%	CC1SC(c2ccccc2Cl)NC1=O (stereo not drawn)
-6.5%	Cc1ccccc1NC1=C(Cl)C(=O)OC1OC(=O)c1ccco1 (stereo not drawn)
5.0%	CCN=C1SC(CC(=O)Nc2sc3c(c2C#N)CCCC3)C(=O)N1CC (stereo not drawn)
7.9%	COc1cc(NC(=O)c2cc(Cl)ccc2Cl)ccc1NC(=O)c1ccco1
0.1%	CCOC(=O)C1=C(C)N=C2SC(C)C(=O)N2C1c1ccc(C(=O)OC)cc1 (stereo not drawn)
-0.9%	COc1ccc(NC(=O)N(CCC(C)C)C(C)c2ccccn2)c(OC)c1 (stereo not drawn)
-15.6%	COc1cccc(C(=O)NC2CCN(CC(=O)Nc3nccs3)CC2)c1
-6.7%	CCSc1sccc1C1C(C#N)=C(N)N(c2cccnc2)C2=C1C(=O)CC(C)(C)C2 (stereo not drawn)
-4.9%	CC(=O)N(CC(=O)Nc1nn(-c2ccccc2)nc1C(N)=O)Cc1ccccc1
-12.0%	Cc1cc(NS(=O)(=O)c2ccc(Nc3nc(-c4ccncc4)cs3)cc2)no1
-4.8%	O=[N+]([O-])c1cc(C(=S)N2CCOCC2)ccc1O
-11.1%	COc1ccc(/C=C2/SC(c3ccc(C)cc3)=NC2=O)cc1OC
-6.2%	CCN(CC)C(=O)CSc1nc(O)cc(=O)n1CC

More records follow:
EphA4 KYL inhibition	SMILES
-4.0%	c1coc(Cn2c(SCc3nc4ccccc4[nH]3)nnc2-c2cnccn2)c1
-3.2%	Cc1ccc2oc3nc(C)c(C(=O)O)cc3c(=O)c2c1
-9.9%	C=CCn1c(N)c(C(=O)Nc2ccccc2OC)sc1=S
-5.5%	CC(C)(C)c1ccc(-c2n[nH]c(=S)o2)cc1
-7.1%	CCN(Cc1ccccc1)C(=O)CC1Oc2ccccc2NC1=O (stereo not drawn)
15.4%	Cc1ccc(S(=O)(=O)N2CCCC2C(=O)N(C)Cc2cccs2)cc1 (stereo not drawn)
-4.6%	O=C1c2cccc3cccc(c23)C(=O)N1c1cccnc1
-1.2%	COc1cccc(NC(=O)CSc2nnc(-c3cc(C)n(-c4ccccc4)c3C)o2)c1
-1.9%	CCOC(=O)Cn1cnc2c(nnn2-c2ccc(C)cc2)c1=O
-4.8%	CC1=C(C(=O)OCc2ccccc2)C(c2ccccc2F)NC(=O)N1 (stereo not drawn)
17.4%	O=C1OC(c2cccs2)=N/C1=C\c1ccc(-c2ccccc2Cl)o1
-4.2%	CCOC(=O)C1CCCN(c2c(NCCN3CCCCC3CC)c(=O)c2=O)C1 (stereo not drawn)
-10.6%	C(=C\CSc1nnnn1-c1ccccc1)/CSc1nnnn1-c1ccccc1
-4.4%	Cc1cc(C)n(-c2ccc(C(=O)NCc3ccc4c(c3)OCO4)cc2)n1
-16.4%	CCCCC(=O)NC(N1CCCCC1)C(Cl)(Cl)Cl (stereo not drawn)
-0.6%	O=C1CCCCCC1C1(O)C(=O)Nc2ccccc21 (stereo not drawn)
-9.8%	Cc1ccc(C2=NN3C(C2)c2ccccc2OC32C(=O)Nc3ccccc32)cc1 (stereo not drawn)
-15.3%	CC1(C)CC(=O)C2=C(C1)N(c1ccccc1)C(N)=C(C#N)C2c1cccnc1 (stereo not drawn)
-13.7%	CC(C)N(C(=O)COc1ccc(Br)cc1Cl)C(C)C
-7.2%	CS(=O)(=O)N(CC(=O)Nc1cccc(F)c1)c1cccc([N+](=O)[O-])c1
-6.2%	c1ccc(Cn2ccc(-c3cnc(-c4ccccc4)s3)n2)cc1
-4.3%	C=CCn1c(SCC(=O)Nc2cccc3ccccc23)nc(O)c(CC)c1=O
2.6%	O=c1cccc(-c2cccc([N+](=O)[O-])c2)o1
0.8%	CCCCCCCC(=O)N/N=C(/C)c1c(O)cc(C)oc1=O
-1.1%	COc1ccc(Nc2ccc3nnc(-c4ccc(Br)cc4)n3n2)cc1
-17.5%	O=C(NCc1cccnc1)C1CCN(S(=O)(=O)N2CCC3(CC2)OCCO3)CC1
-16.6%	CCNc1nc(Cl)nc(N(NC(C)=O)C(C)CC)n1 (stereo not drawn)
-6.7%	Nc1ncncc1-c1ccc([N+](=O)[O-])cc1
1.6%	CCOC(=O)c1c(-c2ccccc2)oc2ccc(O)c(CN(C)C)c12
-11.4%	CS(=O)(=O)N1CCN(Cc2ccccc2Cl)CC1
-0.9%	NC(=O)CSc1ncnc2c1oc1ccccc12
-13.7%	CCC1CCCCN1CCCNC(=O)C1CCN(S(=O)(=O)N2CCCCC2)CC1 (stereo not drawn)
-11.6%	CCSc1nnc(NC(=O)CSc2nccn2-c2cccc(C)c2)s1
-35.3%	CCCCCC(=O)N(O)C1CC(=O)N(c2ccccc2)C1=O (stereo not drawn)
2.2%	CCc1nnc(NC(=O)CSc2ncnc3c2cnn3-c2ccc(OC)cc2)s1
12.7%	NCc1ccc(-c2nc3ccccc3o2)cc1
-9.4%	c1ccc2c(c1)ncn2CCOCCOCCn1cnc2ccccc21
9.9%	Cc1ccc(Cc2cnc(NC(=O)c3ccc(Cl)cc3)s2)cc1
6.2%	Cc1nnc(NC(=O)CN2C(=O)/C(=C/c3cccc(Br)c3)SC2=S)s1
-27.7%	COc1cc(NC(=O)CCN2CCN(c3ccccc3F)CC2)cc(OC)c1
-12.8%	O=C(CCN1C(=O)COc2ccccc21)NCCCN1CCc2ccccc2C1
-10.4%	CCOC(=O)c1c(N)sc(C(C)=O)c1C
-4.9%	CCOC(=O)c1c(C(F)(F)F)nc2ncccn12
-14.2%	Cc1nc(S(=O)(=O)c2ccc(Cl)cc2)nc2c1CCC2
3.2%	O=P(O)(CP(=O)(c1ccccc1)c1ccccc1)c1ccccc1O
7.7%	CCN(CC)CCCN1C(=O)C(=O)/C(=C(/O)c2ccccc2)C1c1cc(OC)ccc1OC (stereo not drawn)
-14.4%	COc1ccccc1C(=O)N1CCN(S(=O)(=O)Cc2ccccc2)CC1
-18.8%	COCCn1c(SCC(=O)N2CCCC2)nnc1-c1ccoc1C
11.1%	CCc1nnc(NC(=O)CSc2ncc(-c3ccccc3)n2CC)s1
9.5%	COc1ccc(C(=O)/C=C2/c3ccccc3CC(C)(C)N2C)cc1
-18.5%	Cc1c(OCC(=O)C(C)(C)C)ccc2c(-c3ccccc3)cc(=O)oc12
1.8%	Cc1[nH]n2c(=O)c3c(nc2c1-c1ccccc1)CCCC3
8.7%	O=S(=O)(NCC(c1cccnc1)N1CCN(c2ccccc2)CC1)c1cccs1 (stereo not drawn)
-14.7%	Oc1ccccc1C1=NOC(O)(C(F)F)C1 (stereo not drawn)
-30.2%	CCC(C)(C)n1nnnc1CN(Cc1cccs1)Cc1cc2cc(OC)ccc2[nH]c1=O
-7.6%	Cn1c(=O)c2c(nc(CN3CCN(C(=O)c4ccco4)CC3)n2Cc2ccccc2F)n(C)c1=O
-12.9%	O=C(NCCN1CCOCC1)c1cc(-c2ccc(Cl)cc2)on1
-7.8%	c1ccc(OCCOc2ccccc2-c2nnco2)cc1
-17.0%	CCOC(=O)N/N=C\c1ccc([N+](=O)[O-])o1
-9.9%	Cn1c(=O)c2c(nc(SCCN3CCCCC3)n2Cc2ccc(Cl)cc2)n(C)c1=O

Going on with the list:
EphA4 KYL inhibition	SMILES
-4.7%	Cc1ccc2c(CN3CCN(CCO)CC3)cc(=O)oc2c1
-7.8%	c1ccc(-c2nc(NC3CC3)nc(-n3ccnc3)n2)cc1
7.2%	Cc1ccc(C(=O)Nc2cc(Cl)ccc2N2CCCCC2)s1
0.3%	COc1ccc(C(C)=O)cc1CSCCC#N
-7.1%	CCCOC(=O)CSC1=C(C#N)C(c2ccccc2Cl)CC(=O)N1 (stereo not drawn)
-13.6%	O=C(CSc1nnc(-c2ccc(NS(=O)(=O)c3ccccc3)cc2)o1)NCC1CCCO1 (stereo not drawn)
2.5%	Cc1ccccc1OCC1CN(CN2CCOCC2)C(=O)O1 (stereo not drawn)

Bioassay records as filed in PubChem.
